High-throughput results from PubChem BioAssay.
Hsp90 Hop PPI: changes Hsp90-Hop TPR2A binding signal, up or down | AID 595 | Potency, µM (titrated, usually from 57 µM), for inactives: at the highest dose activity change, negative = inhibition | AlphaScreen TPR2A-His6 binding biotin-Hsp90 C-terminal peptide | actives 0.44% (n = 71,000); active = well fitted curve in either direction with a large enough effect; inconclusive = small, poorly fitted or top-dose-only effect, or another doubt; also: potency is read from the fitted curve at half-maximal effect; % is scaled to controls: 0 for no effect and ±100 for the full control effect; many of its hits are not listed in these tables
TexasRed autofl: Texas Red region autofluorescence. max dye-equivalent concentration, M. actives 0.06% (n = 59,000). AID 587. Compound fluorescence, Texas Red channel, 547/618 nm; stronger effect = higher value; in the data active = max dye-equivalent concentration above about 10 nM; inconclusive = between about 1.1 nM and that limit
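Compound fluorescence was read after 15 min at room temperature in 100 mM Tris, pH 8.0, using 547 nm excitation and 618 nm emission across a concentration series. It was expressed as Texas Red dye-equivalent concentration from an on-plate standard curve.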
FLuc inh: inhibitors of firefly luciferase. purified firefly luciferase, luminescence, 8 min. Potency, µM (highest dose often 57.1 µM), for inactives: at the top dose activity change, negative = inhibition, most hits filed as inhibitors. actives 2.2% (n = 72,000); also: potency is read from the fitted curve at half-maximal effect; % is scaled to controls: 0 for no effect and ±100 for the full control effect; nearly all actives have a fitted effect of over 40% in size
Target sequence (P08659 whole entry, looked up): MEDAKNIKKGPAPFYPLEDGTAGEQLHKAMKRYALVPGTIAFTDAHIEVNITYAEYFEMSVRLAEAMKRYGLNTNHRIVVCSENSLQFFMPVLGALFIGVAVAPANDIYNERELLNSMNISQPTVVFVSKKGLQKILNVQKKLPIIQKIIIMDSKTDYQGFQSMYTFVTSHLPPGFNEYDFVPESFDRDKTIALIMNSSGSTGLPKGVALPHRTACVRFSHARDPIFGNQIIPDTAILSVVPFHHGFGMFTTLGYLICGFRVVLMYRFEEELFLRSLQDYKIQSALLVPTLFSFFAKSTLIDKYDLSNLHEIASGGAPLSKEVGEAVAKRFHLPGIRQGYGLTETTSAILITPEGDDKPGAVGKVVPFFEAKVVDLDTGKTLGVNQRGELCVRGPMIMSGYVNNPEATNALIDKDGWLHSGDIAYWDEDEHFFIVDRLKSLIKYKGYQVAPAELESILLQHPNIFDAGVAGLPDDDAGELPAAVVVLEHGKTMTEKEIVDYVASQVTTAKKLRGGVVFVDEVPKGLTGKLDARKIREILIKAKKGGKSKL
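Firefly luciferase (PKLight detection mix) with 10 uM ATP in pH 7.2 imidazole buffer (KCl, MgCl2, Tween 20, BSA). Compounds tested across a concentration series (qHTS). Luminescence read after 8 min at ambient temperature.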
CRE-bla Fsk: alters forskolin-stimulated CRE reporter signaling in CHO cells; CHO CRE-bla reporter (cAMP response element driving beta-lactamase), forskolin EC10, beta-lactamase ratio; actives 2.5% (n = 71,000); Potency, µM (top dose mostly 38.2 µM), for the others: at the top dose activity change, negative = inhibition, hits mostly activators; AID 662; active = well fitted activation curve with a large enough effect in the signal ratio, with a control signal flat, not every such curve was filed as active; inconclusive = small, poorly fitted or top-dose-only effect, or effect the other way, or a change in a side signal; the % refers to the signal ratio; also: potency is read from the fitted curve at half-maximal effect; % of control where 0% means no effect
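Modulation of forskolin signalling: compounds in titration series added with EC10 NKH 477 to CHO cells carrying a CRE-driven beta-lactamase reporter, 3 h, 37C. CCF4 FRET ratio (460/530 nm, ex 405 nm) gives %activity and AC50.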
4MU fluor: compound fluoresces in the 4-MU spectral region; max dye-equivalent concentration, M; AID 589; actives 11% (n = 59,000); compound autofluorescence, 340/450 nm, 4-MU equivalents; stronger effect = higher value; in the data active = max dye-equivalent concentration above about 10 nM; inconclusive = mostly about 1.1 nM to 9.6 nM
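Compounds in 100 mM Tris, pH 8.0, sat 15 min at room temperature before fluorescence was read at 340 nm excitation/450 nm emission; a per-plate six-point 4-MU standard curve converted signals to dye-equivalent concentration at each compound concentration.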
HBB splicing: alters splicing of the hemoglobin beta chain; HBB splicing reporter cell assay, activation; EGFP reporter with mutant IVS2-654 intron; response scale: normalised to 500 nM splice-correcting PNA; Potency, µM (doses to about 46.1 µM), for inactives: at the highest dose activation, actives largely listed as activators; actives 0.06% (n = 65,000); AID 925; also: potency is read from the fitted curve at half-maximal effect; 0% is about no effect
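HeLa cells stably expressing EGFP interrupted by mutant beta-globin intron 2 (IVS2-654), 500/well in 2% FCS. Treated with compound for 2 days at 37C. Splicing correction scored as total well GFP intensity (488 nm excitation, 500-520 nm emission); 500 nM antisense PNA served as control.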
A350 autofl: compound fluoresces in the Alexa 350 spectral region | actives 11% (n = 59,000) | max dye-equivalent concentration, M | Compound autofluorescence, 340/450 nm, Alexa 350 dye-equivalents; stronger effect = higher value; in the data active = max dye-equivalent concentration above about 10 nM; inconclusive = mostly about 1.1 nM to 9.6 nM
UbGFP stabilizer: proteasome inhibitors stabilizing ubiquitin-GFP reporter; Potency, µM (highest dose often 45.9 µM), for inactives: top-dose activation (GFP accumulation), most hits filed as activators; 67,000 tested, under 10 active; AID 526; Ubiquitin-GFP reporter cells, proteasome inhibition, GFP fluorescence; response scale: untreated = 0%, 10 µM MG-132 = 100%; active = well fitted activation curve with a large enough effect, not every such curve was filed as active; inconclusive = small, poorly fitted or top-dose-only effect, or another doubt; inactive = no such curve, though single readings can be large or run the other way; also: potency is read from the fitted curve at half-maximal effect
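Reporter cells (U2OS, ubiquitin-G76V-GFP fusion) are plated overnight, then treated 4 hr at 37 °C with compound titrations from 46 uM down to 2.9 nM. Activity is scaled against untreated cells and 10 uM MG-132.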
ERK AVP block: blocks ERK signaling stimulated by vasopressin; HEK293-V1b, vasopressin-stimulated pERK AlphaScreen; Potency, µM (series often up to 57.5 µM), inactives show at the highest dose activity, negative = inhibition, hits mostly inhibitors; actives 0.99% (n = 72,000); AID 995; also: potency is read from the fitted curve at half-maximal effect; % is scaled to controls: 0 for no effect and ±100 for the full control effect; nearly all actives have a fitted effect of over 55% in size
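HEK293 cells stably expressing V1b receptor, preincubated 30 min at 37 °C with compound, then stimulated 5 min with 25 nM vasopressin. Phospho-ERK by AlphaScreen SureFire after 5 h RT; normalized to DMSO and vasopressin; AC50 by Hill fit.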
GFP derepression: derepresses silenced GFP locus in mouse C127i cells. mouse C127i GFP locus derepression, cytometry, 30 h. Potency, µM (titrated, usually from 46.1 µM), without a hit: top-dose GFP derepression (activation). actives 0.09% (n = 68,000). AID 597; also: % of control where 0% means no effect
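Read-out is the number of GFP-positive cells, scored as fluorescent objects 20 to 120 um wide, reflecting derepression of a silenced CMV-GFP reporter in murine C127i cells after 30 h compound exposure at 37 C.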
Fluorescein autfl: fluorescein region autofluorescence; Compound autofluorescence, 480/540 nm, fluorescein-equivalent; stronger effect = higher value; max fluorescein-equivalent concentration, M; actives 0.91% (n = 59,000); in the data active = max fluorescein-equivalent concentration above about 10 nM; inconclusive = between about 1.1 nM and that limit
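Values reflect compound autofluorescence, normalized to fluorescein on the same plate and reported at each tested concentration. Conditions: 100 mM Tris pH 8.0, room temperature, 15 min, excitation 480 nm, emission 540 nm.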
An asterisk follows results filed as active; i = inactive; ? = inconclusive; nt = not tested or not shown; [ ] = another dose, or the depositor's remark. Unless noted, calls follow the shape of the dose curve; as a rule, active = well fitted curve in the direction sought with a large enough effect; inconclusive = small, poorly fitted or top-dose-only effect, or another doubt; inactive = no such curve, though single readings can be large; an effect the other way counts as inactive or inconclusive. An excerpt; rates above refer to the full screens.

SMILES	Hsp90 Hop PPI	TexasRed autofl	FLuc inh	CRE-bla Fsk	4MU fluor	HBB splicing	A350 autofl	UbGFP stabilizer	ERK AVP block	GFP derepression	Fluorescein autfl
O=C(CSc1nnc(-c2ccccn2)n1Cc1ccccc1)Nc1ccc2c(c1)OCO2	-5%	?	1%	6%	i	-1.0%	i	-3%	6%	2%	?
O=C(Nc1ccccc1C(=O)N1CCN(c2ccccc2)CC1)c1ccco1	-4%	i	2%	?	i	2.1%	i	10%	-26%	0%	?
CC1CC(C)CN(c2nc3c(c(=O)n(C)c(=O)n3C)n2C)C1 (stereo unspecified)	-9%	i	-1%	4%	i	-3.4%	i	0%	-15%	0%	?
O=S(=O)(c1ccccc1)N1CCN(Cc2cccc(Cl)c2)CC1	-3%	i	3%	?	i	-0.6%	i	4%	-1%	0%	?
O=C(CN(c1ccc2c(c1)OCCO2)S(=O)(=O)c1ccccc1)Nc1ccc2c(c1)OCO2	?	i	1%	?	i	-0.1%	i	-3%	-15%	-2%	i
CCn1c(SCC(=O)Nc2ccc3c(c2)OCO3)nc2c1c(=O)n(C)c(=O)n2C	-4%	i	-2%	?	i	nt	i	-3%	?	1%	i
c1ccc(C[C@@H](Nc2cccnc2)c2ccccc2)cc1	-3%[11 µM]	i	4%[11.4 µM]	17%[7.6 µM]	i	-0.1%[9.22 µM]	i	0%[9.17 µM]	-4%[11.5 µM]	0%[9.22 µM]	i
CCOC(=O)c1cnc2sc3c(n2c1=O)CCCC3	-3%	i	-6%	?	2.8e-06M*	-1.0%	4.2e-06M*	-1%	?	1%	?
CCCn1c(NCc2ccco2)nc2ccccc21	-4%	?	-1%	-6%	i	-1.1%	?	5%	-10%	0%	i
COc1ccc(C(=O)CSc2nnc(C(CO)NC(=O)c3ccc(OC)cc3)n2C)cc1 (stereo unspecified)	3%	i	-5%	-2%	i	-1.0%	i	-7%	-1%	-2%	i
Cn1c(-c2nonc2NC(=O)c2ccc(C(C)(C)C)cc2)nc2ccccc21	-1%	i	-1%	1%	i	nt	i	3%	5%	3%	i
CCOCc1cc(C2NC(=O)NC(C)=C2C(=O)OCC)ccc1OC (stereo unspecified)	-3%	i	4%	?	2.3e-08M*	-0.5%	3.6e-08M*	8%	?	0%	i
CCOc1ccc(N2CC(C(=O)NCCc3ccc(OC)c(OC)c3)CC2=O)cc1 (stereo unspecified)	1%	i	2%	-24%	i	-2.2%	i	-10%	24%	1%	i
COc1cc(C(=O)NCC(c2cccnc2)N2CCN(c3ccccc3)CC2)cc(OC)c1OC (stereo unspecified)	-3%	nt	1%	4%	nt	-0.3%	nt	1%	nt	nt	nt
COc1cccc(C(=O)N(CN2CCCC2=O)c2cc(C)on2)c1	-3%	i	1%	0%	i	0.1%	i	18%	18%	-5%	i
Cc1ccc(-c2nnn(Cc3nc4ccccc4s3)n2)cc1	26%	i	-3%	21%	i	nt	i	-3%	39%[activator]	0%	i
O=C(CSc1ncn[nH]1)c1ccco1	?	i	-1%	?	i	-3.1%	i	-2%	25%	0%	i
COc1ccc2cc3c(N)nn(C(=O)Cc4ccccc4OC)c3nc2c1	-3%[2.3 µM]	nt	-1%	-11%	nt	-1.6%	nt	-9%	?	nt	nt
Cc1onc(-c2ccccc2Cl)c1C(=O)NCc1ccc(N2CCCC2=O)cc1	0%	i	4%	-2%	i	-1.6%	i	-1%	-6%	0%	i
COC(=O)Cn1c(C)nc2c(sc3nc(C)cc(C)c32)c1=O	-5%	?	-16%	?	i	8.1%[1.84 µM]	i	13%	-4%	2%	?
CCN(CCCNC(=O)CC1Oc2ccc(C)cc2NC1=O)Cc1ccccc1 (stereo unspecified)	?	nt	0%	-6%	nt	-0.4%	nt	-3%	44%[activator]	-2%	nt
CC(C)(C)OC(=O)NCC(=O)N1CCC(C(=O)O)CC1	-3%	?	1%	4%	i	1.7%[57.5 µM]	i	-5%	-1%	4%	i
CCCCOC(=O)Nc1ccc(C(=O)OC)cc1	1%	nt	-2%	5%	nt	0.4%	nt	7%	1%	0%	nt
COc1cc(C(=O)NCc2ccc3c(c2)OCO3)ccc1OCc1c(C)noc1C	1%	i	0%	7%	i	-0.6%[57.5 µM]	i	-2%	-16%	-2%	?
O=C(NCCO)c1cccc2c1C(=O)c1ccccc1-2	nt	i	2%[25.5 µM]	nt	i	nt	i	nt	nt	0%[20.6 µM]	i
Cc1ccc(-c2ccc(=O)n(CC(=O)NCCN(C)C)n2)cc1	4%	i	-2%	-7%	i	0.4%	i	-4%	18%	3%	i
CCN1C2=NCCCN2c2ccccc21	-1%	i	2%	1%	i	nt	i	5%	6%	-1%	i
O=S(CCc1ccncc1)Cc1ccccc1 (stereo unspecified)	nt	i	0%[25.5 µM]	nt	i	nt	i	nt	nt	-2%[20.6 µM]	i
CCn1c2ccccc2c2nnc(SCC(=O)Nc3ccc4c(c3)OCO4)nc21	2%	?	-1%	-3%	?	1.8%	?	-13%	13%	-1%	i
O=C(CNS(=O)(=O)c1cccs1)N1CCc2ccccc2C1	1%	?	-3%	-23%	4.5e-08M*	0.4%	9.5e-08M*	-3%	-4%	3%	i
NC(N)=NC(N)=Nc1ccccc1 (tested in a mixture with another compound)	-3%[11 µM]	i	1%[11.4 µM]	-6%[7.6 µM]	i	6.5%[9.22 µM]	i	2%[9.17 µM]	-19%[11.5 µM]	-1%[9.22 µM]	?
Cc1cc(C)c2nc(NC3=NCN(CCN4CCOCC4)CN3)nc(C)c2c1	-1%	i	-2%	17%	i	0.5%[1.84 µM]	?	2%	3%	0%	i
C=C(C)c1cccc(C(C)(C)NC(=O)N2CCN(CC(N)=O)CC2)c1	-3%	?	-1%	-1%	i	1.8%	i	3%	-6%	4%	?
Cn1ncc2c1ncn1nc(COc3ccc4ccccc4c3)nc21	-1%	i	0%	-8%	i	0.9%[0.369 µM]	?	nt	-21%	-2%	i
COc1ccc(C2C3=C(CC(C)(C)CC3=O)Oc3ncn(CCO)c(=N)c32)cc1OC (stereo unspecified)	-12%	i	4%	11%	i	0.4%	i	3%	-5%	-3%	i
O=C(Nc1ccccc1)c1ccc(NCC2CCCO2)c(S(=O)(=O)N2CCOCC2)c1 (stereo unspecified)	-2%	?	1%	17%	i	-0.5%	i	3%	-13%	-3%	i
O=C(CCCC(=O)OCC(=O)NC1CCCC1)Nc1ccccn1	-1%	i	0%	-2%	i	0.3%[57.5 µM]	i	1%	-13%	2%	i
COc1ccc(/C(O)=C2\C(=O)C(=O)N(CCN(C)C)C2c2cccc(OC)c2OC)cc1Cl (stereo unspecified)	nt	i	0%[25.5 µM]	nt	i	nt	i	nt	nt	0%[20.6 µM]	?
CNc1ncnc2ccc(-c3ccccc3C#N)cc12	0%	i	1%[2.29 µM]	?	i	0.7%	i	-7%	?	3%[9.22 µM]	?
CCCCN(C)C(=O)c1oc2ccc(S(=O)(=O)N3CCCCCC3)cc2c1C	4%	i	3%	?	i	-1.5%[57.5 µM]	i	0%	-13%	0%	?
COc1ccccc1NC(=O)Nc1nc(-c2cccnc2)nc2ccccc12	-6%	i	1%	-3%	i	-0.5%	i	6%	15%	-1%	?
COc1ccc2c(c1)CN([C@H](C)[C@@H]1CC[C@@H]3[C@H]4CC[C@H]5C[C@@H](O)CC[C@@]5(C)[C@H]4CC[C@]31C)CO2	-8%[11 µM]	i	4%[11.4 µM]	-4%[7.6 µM]	i	-0.6%[9.22 µM]	i	-3%[9.17 µM]	-2%[11.5 µM]	-3%[9.22 µM]	i
CCSc1nnc(NC(=O)Cc2ccc(OC)c(S(=O)(=O)N3CCOCC3)c2)s1	0%	i	3%	?	i	-2.3%[57.5 µM]	i	3%	-5%	0%	i
COCCn1c(=O)[nH]c2cc(C(=O)OC)ccc2c1=O	-1%	i	0%	3%	7.4e-08M*	-0.4%	7.2e-08M*	0%	-2%	2%	i
Cn1c(C(=O)N2COCC2(C)C)cc2c(=O)n3ccccc3nc21	0%	i	-6%	10µM*	5.8e-06M*	-2.6%	5.5e-06M*	1%	13%	1%	i
O=C1CCCc2nc(N3CCCCC3)sc21	1%	i	-19%	9%	i	-0.1%[57.5 µM]	i	-1%	-12%	2%	i
O=C(/C=C/Nc1ccc(F)cc1)c1ccco1	-6%	i	3.2µM*	3%	?	-0.8%	?	-2%	-11%	2%	i
